# Assay outcomes (PubChem BioAssay)
# Tn6 DDE FP: disrupts Tn6 cyclic peptide binding to fibrin D-Dimer-E complex; AID 720509; Fibrin DD(E) TRITC-Tn6 fluorescence polarization displacement; actives 0.21% (n = 370,000); inhibition, % at 8.3 µM; P02675;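 active = inhibition above a per-campaign cutoff: mean of compounds within control limits plus 3 SD, cut at about 15% in these data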;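 note: 0% = median of all compound wells on the plate and 100% = blocking peptide control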
# LEDGF integ inh: blocks HIV-1 LEDGF/p75-dependent DNA integration | TR-FRET IN-LEDGF/p75 DNA integration, Eu/Cy5 | inhibition, % at 3.7 µM | actives 0.64% (n = 370,000) | AID 743269;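 active = inhibition above the screen-wide mean plus 3 SD, cut at about 13% in these data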;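 note: signal is the Cy5 over europium emission ratio at 671 and 618 nm; 0% = plate median of compound wells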
# SIAE primary: inhibitors of human sialic acid acetylesterase SIAE; SIAE FP-Rh probe binding, fluorescence polarization; AID 1053197; inhibition, % at 9.66 µM; Q9HAT2; actives 0.69% (n = 370,000);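 active = inhibition above a cutoff: mean of compounds within the control limits plus 3 SD of those, cut at about 17% in these data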;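 note: 0% = plate median of compound wells and 100% = probe without SIAE protein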
# Target sequence (Q9HAT2 whole entry, looked up): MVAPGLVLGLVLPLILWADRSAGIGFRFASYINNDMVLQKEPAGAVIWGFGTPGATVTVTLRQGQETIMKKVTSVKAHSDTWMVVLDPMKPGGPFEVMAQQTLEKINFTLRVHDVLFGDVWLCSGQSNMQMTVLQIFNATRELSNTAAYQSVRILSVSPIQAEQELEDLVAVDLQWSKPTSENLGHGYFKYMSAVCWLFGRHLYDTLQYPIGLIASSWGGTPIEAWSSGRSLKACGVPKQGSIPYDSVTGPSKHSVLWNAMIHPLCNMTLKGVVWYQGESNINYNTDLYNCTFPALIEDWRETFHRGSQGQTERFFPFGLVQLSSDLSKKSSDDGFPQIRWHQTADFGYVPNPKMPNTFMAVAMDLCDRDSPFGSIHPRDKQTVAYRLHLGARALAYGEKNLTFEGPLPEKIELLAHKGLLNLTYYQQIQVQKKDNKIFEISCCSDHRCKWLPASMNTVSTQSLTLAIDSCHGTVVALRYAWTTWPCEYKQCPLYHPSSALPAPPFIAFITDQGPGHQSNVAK
# proKLK7 act: activators of human kallikrein-7 zymogen. actives 0.9% (n = 370,000). P49862. purified proKLK7, EDANS-DABCYL substrate fluorescence; 100% is mature enzyme control, 0% vehicle. AID 652039. activation, % at 7 µM;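 active = activation above the mean of all tested compounds plus 3 SD, computed per campaign excluding outliers beyond control limits, cut at about 13% in these data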
# UHRF1 MBD2 ctr: human UHRF1 methylated DNA binding inhibitors. Q96T88. UHRF1 binding to methylated oligo, TR-FRET. inhibition, % at 4.4 µM. actives 0.75% (n = 370,000). AID 687016; in the data active = inhibition above about 21%;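 note: UHRF1 SRA domain binding a hemimethylated CpG hairpin DNA probe; 0% = median of test compound wells and 100% = reference inhibitor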
# TDP2 absorb: blocks human TDP2 phosphodiesterase activity; O95551; recombinant TDP2, T5PNP hydrolysis, p-nitrophenol absorbance 415 nm; inhibition, % at 12.8 µM; actives 0.34% (n = 370,000);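 active = inhibition above the mean of all tested compounds plus 3 SD, set per campaign, cut at about 25% in these data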;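 note: 0% = DMSO with enzyme and 100% = buffer with substrate but no TDP2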
#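 Assay system: Recombinant human TDP2 | Quantity: 120 nM TDP2 per well | Incubation: 2 h at 37 °C | Signal: Epi absorbance | Evaluation: Percent inhibition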
# MBD2 DNA inh: blocks human MBD2 binding to methylated DNA; actives 0.31% (n = 370,000); TR-FRET, MBD2 binding to methylated oligonucleotide; AID 686964; Q9UBB5; inhibition, % at 4.4 µM; in the data active = inhibition above about 13%
# Target sequence (Q9UBB5 whole entry, looked up): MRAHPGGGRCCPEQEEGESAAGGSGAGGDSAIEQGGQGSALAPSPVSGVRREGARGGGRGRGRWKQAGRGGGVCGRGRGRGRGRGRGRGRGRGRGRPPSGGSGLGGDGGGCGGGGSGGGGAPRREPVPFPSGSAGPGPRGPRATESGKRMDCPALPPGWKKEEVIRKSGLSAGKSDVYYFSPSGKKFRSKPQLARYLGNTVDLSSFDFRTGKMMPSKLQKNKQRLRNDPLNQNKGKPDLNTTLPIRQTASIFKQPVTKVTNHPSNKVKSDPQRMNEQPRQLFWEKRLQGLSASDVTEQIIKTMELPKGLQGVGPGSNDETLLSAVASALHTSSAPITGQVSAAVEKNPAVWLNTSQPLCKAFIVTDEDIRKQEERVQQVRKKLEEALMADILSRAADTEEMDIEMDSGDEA
# TCR-CD3 inh: inhibitors of human TCR-CD3 interaction. AID 651800. actives 0.37% (n = 360,000). TAMRA-labeled TCR probe fluorescence, biochemical. inhibition, % at 9.4 µM; in the data active = inhibition above about 19%;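 note: recombinant mutant TCR 2C K166C tagged with TAMRA read by polarization; 0% = receptor in buffer alone and 100% = receptor with positive control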
# PRMT1 FP inh: blocks human protein arginine methyltransferase 1. Q99873. recombinant PRMT1, activity-based probe fluorescence polarization. inhibition, % at 2.79 µM. actives 1.3% (n = 370,000);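 active = inhibition above about 21% made by adding two undisclosed values, limit read from the data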
# DDE Tn7 FP inh: inhibitors of Tn7 peptide binding to human fibrin DD(E); FP displacement of FITC-Tn7 peptide from fibrin DD(E); 0% = median of compound wells per plate; inhibition, % at 8.3 µM; P02675; actives 0.13% (n = 370,000);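 active = inhibition above the mean of compounds falling within the control limits plus 3 SD of them, cut at about 14% in these data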;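 note: 0% = plate median of compound wells and 100% = 10 µM Aha-Tn7 peptide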
#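 Measure: % inhibition scaled between sample-field median and high-control FP; Test system: human fibrin DD(E); Quantity: 2 µM final DD(E) protein; Doses: one dose, 8.3 µM nominal; Schedule: compound with protein 10 min, then 3 h after probe, room temperature; Detection: fluorescence polarization; Medium: Tris buffer with calcium and detergent, pH 7.8.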
# * = called active by the depositor; nt = not tested or not shown.
# The first 5 records, ahead of the listing:
SMILES,Tn6 DDE FP,LEDGF integ inh,SIAE primary,proKLK7 act,UHRF1 MBD2 ctr,TDP2 absorb,MBD2 DNA inh,TCR-CD3 inh,PRMT1 FP inh,DDE Tn7 FP inh
CCN(CC)CCN1C(=O)C(=O)/C(=C(/O)c2c(C)[nH]c(C(=O)OC)c2C)C1c1ccc(OC)cc1 (stereo not given),2,2,1,-0.2,0,3,-1,-2,1,-2
Cn1ncc(Cl)c1C(=O)NCC1CCCO1 (stereo not given),4,-3,-8,-0.5,-2,-9,-5,9,-2,-6
CC1=NC(C)(C)Cc2cc(C)c(C)cc21,2,2,-2,-0.1,-2,6,0,3,-2,-1
CC(=O)N1CCN(C(=O)CN2C(=O)CC(C)(C)S(=O)(=O)c3ccccc32)CC1,-3,0,1,-0.2,6,-11,2,nt,7,4
CCCCOc1c(Cl)cc(C(=O)N2CCN(CC(=O)N3CCCC3)CC2)cc1OCC,-1,-3,0,0.2,-1,2,2,0,2,-1

# This part in full (from the top)
SMILES,Tn6 DDE FP,LEDGF integ inh,SIAE primary,proKLK7 act,UHRF1 MBD2 ctr,TDP2 absorb,MBD2 DNA inh,TCR-CD3 inh,PRMT1 FP inh,DDE Tn7 FP inh
CCN(CC)CCN1C(=O)C(=O)/C(=C(/O)c2c(C)[nH]c(C(=O)OC)c2C)C1c1ccc(OC)cc1 (stereo not given),2,2,1,-0.2,0,3,-1,-2,1,-2
Cn1ncc(Cl)c1C(=O)NCC1CCCO1 (stereo not given),4,-3,-8,-0.5,-2,-9,-5,9,-2,-6
CC1=NC(C)(C)Cc2cc(C)c(C)cc21,2,2,-2,-0.1,-2,6,0,3,-2,-1
CC(=O)N1CCN(C(=O)CN2C(=O)CC(C)(C)S(=O)(=O)c3ccccc32)CC1,-3,0,1,-0.2,6,-11,2,nt,7,4
CCCCOc1c(Cl)cc(C(=O)N2CCN(CC(=O)N3CCCC3)CC2)cc1OCC,-1,-3,0,0.2,-1,2,2,0,2,-1
CCCCCn1c(=O)[nH]c2cc(C(=O)NCCCN3CCC(C)CC3)ccc2c1=O,18*,-2,-6,-2.2,-2,-4,1,2,0,11
CCOC(=O)c1c(-c2cccs2)csc1NC(C)=O,0,0,-3,0.3,4,-1,2,-3,1,5
CCCc1nc2cc(CC(=O)OC)ccc2o1,-1,1,-6,-0.2,9,3,2,10,-2,8
CCN(CC)CCN1CCN(c2cncc(-c3ccc4ccccc4c3)n2)CC1,-5,2,-15,-0.3,-3,10,-3,0,-2,-5
Cn1c(=O)c2c(nc3n2CC(O)CN3c2ccc(O)cc2)n(C)c1=O (stereo not given),-2,-8,1,0.5,1,-13,3,-5,3,4
CCOC(=O)c1ccccc1NC(=O)c1ccc2c(=O)n3c(nc2c1)CCCCC3,-3,4,-21,0.1,-1,4,2,2,-3,2
CCOC(=O)C1(Cc2cccc(F)c2)CCN(C(=O)C2CCC2)CC1,-3,-4,5,-0.3,0,-4,1,9,-4,-4
CS(=O)(=O)c1ccc(C(=O)Nc2ccc(-c3nc4ccccc4[nH]3)cc2)cc1,11,-1,-14,5.4,-3,-7,-8,8,2,7
COc1ccc(C(=O)n2nc(C)c(Br)c2C)cc1OC,-1,-2,-2,-0.2,3,2,7,-6,-2,-7
CCOC(=O)C1=C(c2ccccc2)c2ccc(OC)cc2N(S(=O)(=O)C(F)(F)F)C1C(=O)OCC (stereo not given),3,2,-5,1.1,-1,1,2,11,-5,1
Cc1cccc(N2CCN(C(=O)C3CC(=O)N(C4CCCC4)C3)CC2)c1C (stereo not given),-4,-1,5,0.3,-1,8,-6,6,3,-1
COc1ccc(C2NC(=O)CCC2[N+](=O)[O-])cc1 (stereo not given),0,2,2,-0.4,0,-7,3,1,1,5
C[C@@H]1ON(C)[C@H]2C[C@H]3c4cc(-c5cccc(F)c5)ccc4CCN3C(=O)[C@@H]12,2,5,-11,-0.3,-1,-18,-3,-1,0,-5
Cc1ccc(C2CC(=O)NC3=C2C(=O)CCC3)cc1Br (stereo not given),5,-1,1,-0.1,-2,-13,-5,-1,-2,1
Cc1ccc(C2C3=C(CCCC3=O)OC3=C2C(=O)CCC3)cc1,-4,-3,0,-0.4,-1,-4,-3,-1,5,1

# The list goes on (4 carried over from the part before).
SMILES,Tn6 DDE FP,LEDGF integ inh,SIAE primary,proKLK7 act,UHRF1 MBD2 ctr,TDP2 absorb,MBD2 DNA inh,TCR-CD3 inh,PRMT1 FP inh,DDE Tn7 FP inh
COc1ccc(C2NC(=O)CCC2[N+](=O)[O-])cc1 (stereo not given),0,2,2,-0.4,0,-7,3,1,1,5
C[C@@H]1ON(C)[C@H]2C[C@H]3c4cc(-c5cccc(F)c5)ccc4CCN3C(=O)[C@@H]12,2,5,-11,-0.3,-1,-18,-3,-1,0,-5
Cc1ccc(C2CC(=O)NC3=C2C(=O)CCC3)cc1Br (stereo not given),5,-1,1,-0.1,-2,-13,-5,-1,-2,1
Cc1ccc(C2C3=C(CCCC3=O)OC3=C2C(=O)CCC3)cc1,-4,-3,0,-0.4,-1,-4,-3,-1,5,1
COC(=O)C1=C(C)Nc2nnnn2C1c1ccc(Cl)cc1Cl (stereo not given),5,0,-1,0.4,-3,-3,1,-3,-1,-4
CCN1CCCC1CN(Cc1cc2cc(C)ccc2[nH]c1=O)C(=O)Nc1ccccc1OC (stereo not given),-1,3,0,-0.6,-3,6,-1,-3,0,-5
Cn1c2c(c(=O)n(C)c1=O)C(c1cccc(F)c1)C(C#N)=C(N)O2 (stereo not given),-3,6,3,1.3,-4,0,1,1,6,-1
Cc1ccc(NS(=O)(=O)c2ccc3c(c2)NC(=O)CO3)cc1C,-1,3,-1,-0.4,-3,5,-3,-2,-4,-5
CCOc1ccc2[nH]c(=O)c(CN(Cc3ccco3)Cc3nnnn3Cc3ccccc3)cc2c1,3,-2,-8,-1.4,0,6,-1,-1,1,-4
CCOC(=O)Cn1c(=NC(=O)c2nc3ccccc3s2)sc2cc(S(N)(=O)=O)ccc21,-3,1,-2,-88,1,14,-4,3,-4,0
COc1ccccc1N1CCN(Cc2nnnn2CCc2ccccc2)CC1,-3,-4,-2,-0.3,3,-5,0,-1,-1,-5
CC1(C)C(=O)OC(c2ccccc2)C2(CCCC2)C1=O (stereo not given),-12,0,0,-0.1,2,-3,3,5,-2,-1
CCOC(=O)C(NC(=O)NCc1ccccc1)(OCC)C(F)(F)F (stereo not given),-2,-3,-5,-0.3,3,-4,2,1,2,9
S=C(NC1CC1)NC1CCCc2ccccc21 (stereo not given),5,-1,3,-0.8,-2,15,-3,4,-6,5
COc1ccccc1C(C)NC(=O)c1cc(=O)[nH]c2ccccc12 (stereo not given),-4,0,2,-0.9,0,-7,-3,5,-4,-7
CO[C@H]1CN(C)C(=O)c2ccc(NC(=O)NC(C)C)cc2OC[C@H](C)NC[C@H]1C,-3,0,6,-0.3,-2,9,-9,3,-2,-2
Cc1nc(-c2ccc(F)cc2)c(CC(=O)N2CCN(S(=O)(=O)c3ccc(F)cc3)CC2)s1,-5,-1,-17,-0.1,3,-15,-1,1,-3,7
CCCOc1ccc(C2c3c(oc4ccccc4c3=O)C(=O)N2CCCN2CCOCC2)cc1 (stereo not given),-10,0,-7,-0.9,0,-1,3,-1,5,-6
c1ccc(C[C@H]2CNCCN2CC2CCCCC2)cc1,8,2,6,0.1,-3,5,2,2,-1,0
O=C(/C=C/c1c(Cl)nc2ccccn12)N1CCCCC1,4,0,-1,-0.1,0,-5,-1,-6,4,-5
CSc1nc2ccc(NS(=O)(=O)c3ccc(CNC(C)=O)cc3)cc2s1,-2,-3,-2,-0.7,1,-1,3,-2,2,-1
CC(O)[C@H]1CNC(=O)C(=O)N1CC1(c2ccccc2)CC1 (stereo not given in full),-5,3,-3,-0.7,3,-6,7,-6,-1,2
c1cc(C(c2nnnn2C2CCCCC2)N2CCN3CCCC3C2)ccn1 (stereo not given),4,3,3,-0.7,2,-5,5,-6,3,3
CCOc1ccc(S(=O)(=O)N(CC(=O)N/N=C/c2cccs2)c2ccc(C)cc2)cc1,-10,2,-8,0.9,2,-22,1,2,3,0
COc1ccccc1NC(=O)CSc1n[nH]c(-c2ccccn2)n1,8,0,-11,0.1,1,-4,-1,-9,2,2
Cc1cccc(-n2ncc3c2CCCC3NC(=O)C2(C(N)=O)CC2)c1C (stereo not given),5,1,0,-0.3,0,-11,-2,-1,-6,-3
CC1CCN(C(=O)c2ccc3c(c2)OCO3)CC1,-1,1,7,0.1,2,-4,-3,5,0,-2
COc1ccc(S(=O)(=O)N2CCCCC2)cc1NC(=O)COC(=O)c1ccco1,-4,-1,10,0.6,15,5,6,-3,3,0
O=C(c1n[nH]c(=O)c2ccccc12)N1CCOCC1,4,-1,3,0.6,2,12,0,5,-2,11
Cc1ccc(N2C(=O)/C(=C\c3ccco3)SC2=S)cc1,7,6,2,-0.7,4,-15,-4,4,9,-3
CC1CC(=O)Nc2ccccc2N1C(=O)CSc1ncnc2sccc12 (stereo not given),2,1,-14,0.7,1,-21,4,14,0,1
CC1(C)Cc2c(sc(NC(=O)c3ccc(Br)o3)c2C#N)CO1,3,1,12,-0.4,0,1,-3,0,-5,-1

# As entered above.
# O=C(c1n[nH]c(=O)c2ccccc12)N1CCOCC1 in TDP2 absorb shows 12
# CC1(C)Cc2c(sc(NC(=O)c3ccc(Br)o3)c2C#N)CO1 in proKLK7 act shows -0.4
# COc1ccccc1NC(=O)CSc1n[nH]c(-c2ccccn2)n1 in proKLK7 act shows 0.1
# CC1CCN(C(=O)c2ccc3c(c2)OCO3)CC1 in SIAE primary shows 7
# CC1CC(=O)Nc2ccccc2N1C(=O)CSc1ncnc2sccc12 (stereo not given) in UHRF1 MBD2 ctr shows 1
# Cc1cccc(-n2ncc3c2CCCC3NC(=O)C2(C(N)=O)CC2)c1C (stereo not given) in TCR-CD3 inh shows -1
